Source: PubChem (National Center for Advancing Translational Sciences (NCATS))
LDHA block = inhibitors of human lactate dehydrogenase A; 480,000 compounds, 0.15% hits; activity change, % (values are at about 110 or 230 µM); P00338; AID 1347041; purified LDHA, NADH/diaphorase-resazurin fluorescence; hits give low values; in the data active = activity change below about -30%; inconclusive = mostly about -25% to -30%;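 also: plate controls were DMSO wells for no effect and wells without enzyme for full effect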
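Enzyme activity of human lactate dehydrogenase 5 (2 nM; 0.06 mM NADH, 0.2 mM pyruvate, 5 min, RT) is measured via a resazurin/diaphorase fluorescence readout of residual NADH.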
* marks the source's active call; other numbers are inactive results; ? = inconclusive. An excerpt. The share of hits here may be higher or lower than overall.

SMILES	LDHA block
Cc1ccc(NC(=O)COC(=O)c2ccc(C)c(S(=O)(=O)N3CCCCC3)c2)cc1F	-10.6
O=C(CCCc1c[nH]c2ccccc12)N1CCCC1c1ccc(F)cc1 (configuration not stated)	-1.7
CCN(CC)c1nc2ncn(CC(=O)Nc3cc(C)cc(C)c3)c(=O)c2s1	-3.4
COc1ccc(C2C(C#N)=C(N)N(c3ccccc3Cl)C3=C2C(=O)CCC3)cc1O (configuration not stated)	0.3
Cc1nc2nc(NCc3ccccc3)[nH]n2c(=O)c1CCO	-1.8
NC(=S)NN=C1CCCCCCCCCCCCC1	-1.6
Cc1cc(C)c(C(N)=O)c(NCc2ccccc2C)n1	-0.5
COc1ccc(CCNC(=O)c2cc3c(s2)-c2c(C)cccc2OC3)cc1OC	-1.1
CCCCCCCCCCOc1ccc(C(=O)Oc2ccc(Cl)cc2Cl)cc1	-9.2
CSc1ccccc1C(=O)Nc1ccccc1Sc1ccccc1	0.0
CCCCCCC(C)Oc1ccc(-c2ccc(-c3ccc(CCCCC)cc3)nc2)cc1 (configuration not stated)	4.4
COC(=O)C1=CN(c2ccc(F)cc2)C(N)=C(C#N)C1c1cccc(OC)c1OC (configuration not stated)	0.2

(next part)
SMILES	LDHA block
COc1cccc(CNC2CCCC2)c1OCc1ccccc1F	1.8
CCOC(=O)c1c(C)c(C(=O)Nc2ccc(F)c(Cl)c2)c(C)n1C	?
COc1ccc(Nc2nc(N)c(C(=O)c3ccc(OC)c(OC)c3)s2)cc1	-15.3
C=CCNC(=O)CN1CCN(c2nc(-c3ccccc3)c3ccccc3n2)CC1	-5.7
O=C(Cn1ccc(=O)[nH]c1=O)NC(c1ccc(F)cc1)c1cccs1 (configuration not stated)	12.4
CC(C)C[C@@H]1Cc2[nH][nH]c(=O)c2[C@H](CCc2ccccc2)O1	6.2
Cc1ccc(NC(=O)CCc2cc(C(C)(C)C)c(O)c(C(C)(C)C)c2)cc1	5.4
Cc1cc(C)c2nc(SCC(=O)NC(N)=O)cc(C)c2c1	-34.4*
Cc1ccc(NC(=O)c2ccc(NC(=O)C3=CSCCO3)cc2)cc1C	-9.0
O=C(CCc1c[nH]c2ccccc12)NCCCN1CCCCC1	2.8
COc1ccc(-c2nnc(SCC(=O)NC(C)c3ccc4c(c3)CCCC4)o2)cc1 (configuration not stated)	-6.2
CSc1ccc(Cl)c(C(=O)OCC(=O)NCc2ccc3c(c2)OCO3)c1	-5.9

Further structures follow.
SMILES	LDHA block
Cn1cc(C(C(=O)O)N2CCN(C=O)CC2)c2ccc(C(=O)O)cc21 (configuration not stated)	-3.7
COC(=O)c1noc(-c2ccc(Cl)cc2)n1	3.4
CC(C#N)OC(=O)c1ccccc1Cc1ccccc1 (configuration not stated)	4.1
N#Cc1c(NC(=O)CSc2nc3ccccc3[nH]2)sc2c1CCC2	9.8
COC(=O)C1=CN(Cc2ccco2)C=C(C(=O)OC)C1c1ccccc1	-0.3
CC(=O)N(c1cccc(Cl)c1)C1C=CS(=O)(=O)C1 (configuration not stated)	0.3
O=C(Nc1nnc(C2CC2)s1)c1ccc2ccccc2n1	5.5
NC(=O)c1nc(Nc2ccccc2)sc1NC(=O)C12CC3CC(CC(C3)C1)C2	-0.5
CN(Cc1ccco1)C(=O)c1cc2ccc(OC(F)(F)F)cc2[nH]1	7.8
COC(=O)c1ccc(NC(=O)COc2ccc3c(C)cc(=O)oc3c2)cc1	-0.3
O=C(CSc1nc(C(F)(F)F)nc2ccccc12)NC1CCCCCC1	8.4
CCCn1nc(C(=O)NC(C)c2cccs2)c2ccccc2c1=O (configuration not stated)	4.9

The results go on:
SMILES	LDHA block
CCOc1cc(/C=C2\NC(=O)NC2=O)cc(Br)c1OCc1cccc2ccccc12	11.8
N#Cc1nc(-c2ccco2)oc1N1CCN(C(=O)CCCN2C(=O)NC3(CCCC3)C2=O)CC1	5.3
CCCC(=O)Nc1ccc(Cl)c(NC(=O)c2cc(OCC)c(OCC)c(OCC)c2)c1	1.4
C=Cc1ccc(COc2ccc3c(=O)c(-c4ccccc4OC)coc3c2)cc1	1.6
Cc1[nH]c2ccc(Br)cc2c1C(=O)CCl	-0.9
CSc1nnc(-c2ccccc2NC(=O)c2cccc(S(=O)(=O)N3CCCCC3)c2)o1	-5.7
CCOC(=O)C(=O)Nc1cccc(OC)c1	-0.2
CCN1CCN(CCOc2ccc3c(=O)c(-c4ccc(Br)cc4)coc3c2)CC1	-8.0
Cc1ccc(NS(=O)(=O)c2cc3c(cc2F)NC(=O)CC3)cc1C	-9.1
CCOc1ccccc1NC(=O)CCc1c[nH]c2ccccc12	4.1
CC(NC(=O)C(c1ccccc1)c1ccccc1)C1CC2CCC1C2 (configuration not stated)	-10.3
Oc1ccccc1C=Nc1ccc(Cl)cc1C(F)(F)F	-4.3

The results go on.
SMILES	LDHA block
Cc1cc2oc(=O)cc(CN3CCCCCC3)c2cc1C(C)C	?
Cc1cc(=O)oc2cc(OCC(=O)c3ccc(OC(F)F)cc3)ccc12	-20.2
CCc1ccc(OCc2nn3c(=O)c4ccccc4nc3s2)cc1	-0.6
N#Cc1nc(COc2ccc(-c3ccccc3)cc2)oc1N1CCOCC1	3.6
NC(=O)c1ccc(CN(C(=O)Cc2cccc(C(F)(F)F)c2)C2CC2)cc1	1.1
O=C(Cc1ccccc1)N(CC1CCOC1)C1CC1 (configuration not stated)	-11.6
COc1cc(/C=N/OCCOc2ccc(C)cc2)cc(Cl)c1OC	4.8
CCOc1cc2c(cc1NC(=O)CCC(=O)c1ccccc1)OC(C)C2 (configuration not stated)	-24.2
CCOc1ccc(C(=O)N2CC(=O)Nc3ccc(C)cc3C2c2ccccc2)cc1 (configuration not stated)	-3.6
O=C(CN1CCN(C(=O)c2nn(Cc3ccccc3)c(=O)c3ccccc23)CC1)Nc1ccc(F)cc1	-1.3
O=C(O)C(c1c[nH]c2ccc(Br)cc12)N1CCN(CCOc2ccc(Cl)cc2)CC1 (configuration not stated)	7.2
Cc1ccc(-n2nc(-c3noc(C(=O)NCc4ccc(C)o4)n3)c(=O)n(C)c2=O)cc1	-8.1

Additional results:
SMILES	LDHA block
O=C(CC12CC3CC(CC(C3)C1)C2)Nc1ccc(F)c(Cl)c1	13.3
Cc1ccc(NC(=O)c2ncoc2-c2ccco2)c(Cl)c1	5.9
O=c1cc(N2CCCN(c3ccc(C(F)(F)F)cn3)CC2)nc2ccccn12	-0.2
COc1ccc(Nc2nc(NCC(C)O)nc3c2cnn3-c2ccccc2)cc1 (configuration not stated)	6.0
Cc1occc1-c1nnc(SC(C(=O)NCc2cccnc2)C(C)C)o1 (configuration not stated)	-3.3
O=C(NCCc1ccc(Cl)cc1)c1ccc2c(Cl)c3c(nc2c1)CCCC3	6.8
CC(c1nc2ccccc2s1)N(C)C(=O)c1cccc(S(=O)(=O)Nc2cccc(Cl)c2)c1 (configuration not stated)	-2.4
CCCNC(=O)NC(=O)CSc1nc2ccccc2c(=O)n1CC1CCCO1 (configuration not stated)	-0.9
CCOc1cc(-c2noc(-c3ccccc3)n2)ccc1OCC(=O)NC(C)C	6.3
CCCCCn1nc(C(=O)Nc2ccc(C)c(Cl)c2)c2ccccc2c1=O	4.6
CCOc1ccc(-c2cc(-c3nc(-c4ccccn4)no3)[nH]n2)cc1	-0.2
O=C(NCC12CC3CC(CC(C3)C1)C2)c1n[nH]c(=O)c2ccccc12	-0.5

Next section.
SMILES	LDHA block
CC(C)(CNC(=O)C1C2CCC(C2)C1C(=O)O)CNC(=O)C1C2CCC(C2)C1C(=O)O (configuration not stated)	-2.1
Cc1cc(OCn2ccc(C(=O)NN3CCOCC3)n2)ccc1Cl	6.5
O=C(NCc1ccco1)c1cc2cc(Cl)ccc2[nH]1	-6.8
CCN1CCC2(CC1)N=C(SCC(=O)Nc1cc(F)ccc1F)C(c1ccc(F)cc1)=N2	0.0
Brc1ccc(-c2noc(-c3cccc4ccccc34)n2)cc1	6.5
CCCCCCCn1c(N(C)C)nc2c1c(=O)[nH]c(=O)n2C	7.9
CCOC(=O)c1cccc(NC(=O)NCc2c(-n3cccc3)sc3c2CCN(CC)C3)c1	4.4
CCCCN(Cc1ccccc1)c1ccc(C(=O)O)cc1NS(=O)(=O)c1ccc(C)cc1C	-23.6
CCN(CC)S(=O)(=O)NCc1ccnc(OCc2ccccc2)c1	4.9
CSc1nnc2n(-c3ccccc3)c(=O)c3c4c(sc3n12)COC(C(C)C)C4 (configuration not stated)	-1.1
O=C(CN1CCN(C(=O)c2nn(-c3ccccc3)c(=O)c3ccccc23)CC1)N1CCOCC1	-4.5
O=C(NCCc1cccc2cccnc12)NC1CCN(CC2CCCCC2)CC1	-1.1

Further entries follow.
SMILES	LDHA block
O=C(O)CCC(=O)N1N=C(c2ccsc2)CC1c1ccc2nccnc2c1 (configuration not stated)	14.6
CC(C)(C)C(=O)COC(=O)C1(S(=O)(=O)c2ccc(Br)cc2)CCCC1	1.0
CCCCCn1nc(C(=O)OCCOc2cccc(C)c2)c2ccccc2c1=O	5.3
Cc1cc(Cl)ccc1NS(=O)(=O)c1ccccc1C#N	-4.1
NC(=O)C(Cc1ccccc1)NS(=O)(=O)c1ccc(Cl)s1 (configuration not stated)	-5.8
CCc1nc2ccc(C(=O)Nc3ccc(C)cn3)cc2nc1CC	25.8
CCc1ccc(NS(=O)(=O)c2ccc(NC(C)=O)c(OC)c2)cc1	-19.5
CCCOc1ccc(Br)cc1C1C(C(=O)OC(C)C)=C(C)Nc2nnnn21 (configuration not stated)	13.4
CCOCCOC(=O)c1nc2ccccc2nc1Nc1cc(C)cc(C)c1	3.0
O=C(Nc1cccc(-c2nc3cc(Cl)ccc3o2)c1)c1cccc(F)c1	0.0
FC(F)(F)c1ccc(Cl)c(N/N=C/c2cccc(OCc3ccccc3)c2)c1	-0.1
CS(=O)(=O)Cc1cccc(C(=O)Nc2ccc(F)cc2F)c1	0.6

4 structures already listed, ordered by length of the SMILES, high to low:
SMILES	LDHA block
CCCOc1ccc(Br)cc1C1C(C(=O)OC(C)C)=C(C)Nc2nnnn21 (configuration not stated)	13.4
CCc1ccc(NS(=O)(=O)c2ccc(NC(C)=O)c(OC)c2)cc1	-19.5
CCc1nc2ccc(C(=O)Nc3ccc(C)cn3)cc2nc1CC	25.8
Cc1cc(Cl)ccc1NS(=O)(=O)c1ccccc1C#N	-4.1

Next part:
SMILES	LDHA block
O=C(NCC(O)COc1cccc(F)c1)c1ccoc1 (configuration not stated)	5.4
O=C(Oc1ccc2c(=O)c(-c3ccc(Cl)cc3)coc2c1)C1CC1	2.6
O=C(NC1CCCCC1)c1cc2sc3ccccc3c2s1	-4.1
COc1cc(NC(=O)c2ccc3ccccc3n2)cc(OC)c1	3.6
O=C(Nc1ccc(F)cc1)C(c1ccccc1)N1CCN(c2ccncc2)CC1 (configuration not stated)	1.0
CC(C)NC(=O)CN(C)C(=O)CCl	3.3
CCCCN1C(C(C)=O)=C(OC(=O)c2ccc(C)cc2)c2ccccc2S1(=O)=O	0.0
CCCCC(=O)Nc1c(S(=O)(=O)c2ccc(F)cc2)c(C)c(C)n1CCOC	-2.3
CC(=O)NC1(C#N)CCCCC1	0.0
C=CC[C@@H]1Cc2c(N)cccc2[C@@H](CC=C)N1	11.6
COc1ccc(C(=O)C[C@@H]2OC[C@H](C(C)C)N2S(=O)(=O)c2ccc(C)cc2)cc1OC	-0.7
CC(C)n1nnnc1C1c2ccccc2C(=O)N1Cc1cccnc1 (configuration not stated)	-2.0

(next part)
SMILES	LDHA block
O=C(Cc1ccc(-c2ccccc2)cc1)N1CCN(S(=O)(=O)c2ccc3ccccc3c2)CC1	0.8
CCCCCNC(=O)C(c1cc2ccccc2o1)n1c(=O)c(-c2cc3ccccc3[nH]2)nc2ccccc21 (configuration not stated)	1.6
CS(=O)(=O)Nc1ccc(/C=C/C(=O)O)cc1	-1.8
CCOc1cc(C)c(C(C)C)cc1S(=O)(=O)N(CC)CC	-4.9
Cc1c(Cl)cccc1NC(=O)C(C)C	-3.3
Cc1ccc(-n2c(=O)c3sccc3n(CC(=O)N3CCCCC3C)c2=O)cc1C (configuration not stated)	-9.1
Cc1nc2ccccn2c1C(O)(c1ccccc1)c1ccccc1	-2.6
CC(C)[C@@H]1Cc2[nH][nH]c(=O)c2[C@H](C)O1	-7.1
COc1ccccc1-c1cnc(N)nc1-c1ccc(OCc2ccc(F)cc2)cc1O	1.6
COc1ccc(CN2CCN(Cc3ccncc3)CC2)cc1OC	5.4
O=C(CSc1nc2cc(S(=O)(=O)N3CCCCC3)ccc2o1)Nc1ccccc1F	9.1
COc1ccc(N2C(=O)C(C)(C)CS2(=O)=O)cc1S(=O)(=O)N1CCCc2ccccc21	-3.1

Later entries.
SMILES	LDHA block
O=[N+]([O-])c1ccc(NC(=S)Nc2ccc3c(c2)CCC3)cc1	-0.6
CC(C)CC(NC(=O)Cn1cnc(C#N)n1)c1ccccc1 (configuration not stated)	-2.4
COc1ccc(C2CC(=O)Nc3c2c(=O)nc(SC)n3C)cc1 (configuration not stated)	-0.7
O=C(CN1C(=O)N/C(=C\c2cccn2-c2cccc(C(=O)O)c2)C1=O)Nc1ccccc1F	0.4
N#Cc1cc(Oc2ccc(Br)cc2)c(Oc2ccc(Br)cc2)cc1C#N	0.2
Cc1ccc(COc2ccc(CNC(C)C)cc2)cc1	8.5
CC(C)CSc1nc(N2CCOCC2)c2c(c1C#N)CCCC2	6.5
COC(=O)[C@@]12C[C@@H](CC(=O)N3CCCC3)C(=O)N(Cc3ccco3)C1=CCC(C)(C)C2	-9.9
CC(C)Cn1c(SCC(=O)Nc2ccc3c(c2)OCO3)nc2cc(Cl)ccc2c1=O	4.9
COc1ccc(C(=O)Nc2sc3c(c2C(N)=O)CCC(C)C3)c(OC)c1OC (configuration not stated)	-3.2
